# FXIIa inh = blocks human coagulation factor XIIa protease activity; actives 0.3% (n = 220,000); AID 800; inhibition, % at 5 µM; purified FXIIa, Boc-QGR-AMC fluorogenic substrate, 2 h; in the data active = inhibition above about 40%;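 also: 0% = enzyme with no compound and 100% = blank without enzyme; many of its hits are not listed in these tables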
# TNF death inh = TNF-alpha cell death inhibition in Jurkat FADD-/- cells; Jurkat FADD-/- TNF necroptosis rescue, ATP luminescence, 24 h; 0 = TNF only, 100 = no-TNF cells; activation (protection from cell death), % at 10 µM; actives 0.068% (n = 220,000); AID 463075;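 active = activation, meaning protection from cell death, of at least 50% relative to plate controls; inactive = activation below 50%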;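 also: necroptosis triggered by 40 ng/mL TNF-alpha added together with compound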
# hK5 inh = inhibitors of human kallikrein 5; recombinant hK5, fluorogenic AMC substrate cleavage; AID 873; Q9Y337; actives 0.59% (n = 210,000); inhibition, % at 5 µM;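 active = inhibition of 40% or more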;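 also: 0% = enzyme controls without compound and 100% = no-enzyme blanks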
# thrombin 1536 = inhibitors of human thrombin; actives 0.26% (n = 220,000); P00734; inhibition, % at 5 µM; alpha-thrombin, Boc-VPR-AMC fluorogenic substrate cleavage; AID 1046;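 active = inhibition at or above 40%; inactive = inhibition below 40%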;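 also: 0% = enzyme with no compound and 100% = wells without enzyme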
#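 Test system: human alpha-thrombin protein / Dosing: one concentration per compound, 5 µM, with 0.2% DMSO / Medium: pH 7.5 Tris-saline with Tween 20 / Benchmarks: no-compound enzyme wells and no-enzyme blanks / Read-out basis: percent inhibition of thrombin substrate cleavage / Timing: reaction at room temperature / Measured by: fluorescence, ex 355 nm, em 460 nm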
# L929 necroptosis = L929 zVAD cell death inhibition; L929 zVAD necroptosis rescue, ATP luminescence, 24 h; with zVAD 60 µM; viability rescue, % at 10 µM; actives 0.38% (n = 220,000); AID 1377;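 active = activation, scaled between plate controls, above about 75%, limit read from the data; inactive = activation under that limit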;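 also: 0% = zVAD with DMSO and 100% = DMSO alone without zVAD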
# Rad51 HR inh = Rad51 (human) homologous recombination inhibition; Q06609; hRad51 DNA strand exchange, fluorescence dequenching; inhibition, % at 10 µM; actives 0.085% (n = 200,000);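 active = inhibition above 40% at the single screening dose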;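 also: 0% = DMSO control wells and 100% = blanks with heterologous ssDNA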
#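 material = hRad51 filaments on single-stranded DNA | timing = filaments 15 min 37 °C, then compound 30 min | signal = FRET fluorescence dequenching, excitation 485 nm, emission 520 nm | benchmarks = control wells and blank wells on each plate | evaluation = percent inhibition relative to plate controls and blanks | compound = 10 µM final, single point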
# Hck-Nef inh = human Hck-Nef kinase inhibition | Recombinant Hck-YEEI plus Nef, Z-Lyte FRET kinase assay | P08631 | inhibition, % at 20 µM | actives 0.68% (n = 220,000) | AID 463187;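 active = Hck-Nef kinase inhibition above about 50%, limit read from the data; inactive = inhibition below that limit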;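 also: 0% = DMSO with Hck plus Nef and 100% = Hck alone without Nef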
# KCC2 mod = modulates chloride dependent transport by human KCC2; Q9H2X9; KCC2 cells, thallium flux FluoZin-2 fluorescence; B-score of Tl+ flux slope (higher = more flux/activation; lower = inhibition) at 10 µM; actives 2.2% (n = 190,000);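 active = thallium flux slope and its plate-corrected score both differing from the plate sample mean at a set confidence after two filtering rounds, in either direction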;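 also: slope of fluorescence scaled to starting intensity during 10 to 20 s after thallium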
# Target sequence (Q9H2X9 whole entry, looked up): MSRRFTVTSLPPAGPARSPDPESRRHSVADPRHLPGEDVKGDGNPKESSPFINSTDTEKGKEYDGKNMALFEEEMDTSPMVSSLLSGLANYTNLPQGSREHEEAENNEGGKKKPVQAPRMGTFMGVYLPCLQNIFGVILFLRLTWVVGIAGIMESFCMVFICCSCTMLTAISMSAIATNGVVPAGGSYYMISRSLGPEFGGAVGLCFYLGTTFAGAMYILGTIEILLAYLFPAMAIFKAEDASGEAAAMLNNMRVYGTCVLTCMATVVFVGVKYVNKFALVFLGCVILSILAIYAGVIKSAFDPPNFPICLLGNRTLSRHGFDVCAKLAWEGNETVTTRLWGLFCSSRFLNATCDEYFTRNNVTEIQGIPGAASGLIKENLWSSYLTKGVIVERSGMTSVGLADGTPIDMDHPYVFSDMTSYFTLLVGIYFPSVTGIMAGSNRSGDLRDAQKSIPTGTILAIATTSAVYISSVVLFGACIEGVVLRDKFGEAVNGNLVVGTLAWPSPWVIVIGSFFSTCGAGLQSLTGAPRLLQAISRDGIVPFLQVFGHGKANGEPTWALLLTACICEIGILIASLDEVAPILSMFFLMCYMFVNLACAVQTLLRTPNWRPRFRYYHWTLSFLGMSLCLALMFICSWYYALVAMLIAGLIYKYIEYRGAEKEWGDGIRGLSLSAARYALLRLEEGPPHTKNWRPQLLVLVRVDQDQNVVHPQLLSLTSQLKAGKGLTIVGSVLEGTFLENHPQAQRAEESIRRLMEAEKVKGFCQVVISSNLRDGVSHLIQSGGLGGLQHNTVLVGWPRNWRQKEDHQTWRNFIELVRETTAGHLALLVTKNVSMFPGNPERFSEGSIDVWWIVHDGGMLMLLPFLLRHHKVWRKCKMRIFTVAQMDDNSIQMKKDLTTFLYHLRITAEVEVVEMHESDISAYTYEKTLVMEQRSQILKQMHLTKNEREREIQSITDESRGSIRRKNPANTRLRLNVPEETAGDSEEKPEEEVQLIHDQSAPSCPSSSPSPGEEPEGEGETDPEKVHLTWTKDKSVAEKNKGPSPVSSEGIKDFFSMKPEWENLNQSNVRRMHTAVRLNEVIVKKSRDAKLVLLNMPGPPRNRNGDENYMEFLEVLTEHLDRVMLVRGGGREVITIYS
# FXIa inh = inhibitors of human coagulation factor XIa | purified FXIa, Boc-Glu-Ala-Arg-AMC fluorogenic substrate | inhibition, % at 5 µM | actives 0.14% (n = 220,000);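 active = inhibition of at least 40%; inactive = inhibition below 40%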;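 also: fluorescence of freed AMC excited at 355 nm; 0% = enzyme without compound and 100% = no enzyme blank; many of its hits are not listed in these tables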
# Active calls of the source: *; / = not tested or not shown.
[1] CCOc1ccc(NC(=S)Nc2cccnc2)cc1
[2] CCOCCCNC(=O)c1ccccc1SC
[3] O=C(O)c1ccc(O)c(N2C(=O)Nc3ccccc3N2O)c1
[4] Cc1ccc2ncnc(Nc3ccc(C)c(C)c3)c2c1
[5] O=[N+]([O-])c1cc(CN2CCCC2)ccc1Sc1ccc(Cl)cc1
[6] Cn1c(=O)n(C)c2cc(S(=O)(=O)N3CCN(c4ccccc4)CC3)ccc21
Assay by compound	1	2	3	4	5	6
FXIIa inh	3.8	17.8	14.4	8.6	0.5	10.3
TNF death inh	-0.4	-1.9	1.1	-0.8	-0.2	-1.2
hK5 inh	2.7	7.1	-13.4	-2.5	-33.0	-10.2
thrombin 1536	-3.5	1.0	-5.0	1.6	1.1	-3.7
L929 necroptosis	-0.9	0.1	0.9	-0.2	0.0	0.0
Rad51 HR inh	-2.4	7.9	2.2	8.4	8.2	9.7
Hck-Nef inh	-9.2	1.4	4.8	2.0	8.9	-1.3
KCC2 mod	-0.922	-0.062	-1.45	0.0996	-0.218	0.131
FXIa inh	-1.2	9.6	14.0	2.3	-4.6	3.0

[7] Cc1cc(=O)[nH]c(-n2nc(C)cc2C)n1
[8] Cc1c(CCOC(=O)c2cc([N+](=O)[O-])cc([N+](=O)[O-])c2)sc[n+]1CC(=O)c1ccccc1
[9] COc1ccc(NC(=O)CC(=O)Nc2ccc(OC)cc2OC)c(OC)c1
[10] CCOC(=O)C(C(=O)Nc1ccccn1)C1CCCCC1 (stereo unspecified)
[11] COc1cc(/C=N/Nc2nc(C)cc(C)n2)ccc1OC(=O)c1ccco1
[12] Cn1ccc(C(=O)Oc2ccc(C(=O)Nc3ccc(F)cc3F)cc2)n1
Assay by compound	7	8	9	10	11	12
FXIIa inh	1.8	6.8	-0.7	9.9	9.2	4.0
TNF death inh	-0.9	-0.7	0.1	-1.3	2.2	-2.8
hK5 inh	-5.3	-0.2	-1.1	2.2	-20.6	-2.8
thrombin 1536	-4.7	-4.1	-11.1	-0.5	-2.4	-12.8
L929 necroptosis	-0.2	-0.2	-0.3	0.0	1.8	-0.5
Rad51 HR inh	-2.7	3.1	-2.4	6.3	5.0	1.3
Hck-Nef inh	-0.6	-17.4	-0.5	0.3	4.7	30.8
KCC2 mod	0	0.814	/	0.0848	0.394	-0.796
FXIa inh	-1.2	-2.3	3.5	0.1	8.4	-1.1

[13] O=C1/C(=N\S(=O)(=O)c2cccs2)C([n+]2ccccc2)=C([O-])c2ccccc21
[14] COc1cc(/C=N/O)ccc1OCc1ccc(Cl)cc1
[15] Cc1sc2nc(SCC(=O)N3CCCCC3)[nH]c(=O)c2c1C
[16] Cc1cc(Br)ccc1SCC(=O)OC/C(O)=C(\C#N)c1nc2ccccc2[nH]1
[17] O=C(Nc1ccc(OC(=O)c2ccncc2)cc1)c1ccncc1
[18] O=C(O)c1ccc(CSc2nnc(Cc3ccccc3)o2)cc1
Assay by compound	13	14	15	16	17	18
FXIIa inh	10.4	3.5	2.9	11.0	11.2	5.5
TNF death inh	-10.7	-0.7	0.6	10.9	-5.6	1.1
hK5 inh	-0.1	-0.5	5.0	-10.6	-45.8	-34.2
thrombin 1536	-0.8	0.5	0.3	1.0	-0.8	-6.3
L929 necroptosis	3.3	3.2	0.1	26.5	-0.1	-0.1
Rad51 HR inh	9.6	/	3.9	-14.3	-3.7	-2.9
Hck-Nef inh	26.7	19.9	6.7	33.7	1.7	0.8
KCC2 mod	-0.411	-0.747	0.622	-0.0226	-0.00435	0.316
FXIa inh	-1.2	-2.3	-8.0	-0.3	0.7	-5.2

# Exported tab-delimited: part of the list above
nr	Molecule	FXIIa inh	TNF death inh	hK5 inh	thrombin 1536	L929 necroptosis	Rad51 HR inh	Hck-Nef inh	KCC2 mod	FXIa inh
9	COc1ccc(NC(=O)CC(=O)Nc2ccc(OC)cc2OC)c(OC)c1	-0.7	0.1	-1.1	-11.1	-0.3	-2.4	-0.5	/	3.5
10	CCOC(=O)C(C(=O)Nc1ccccn1)C1CCCCC1 (stereo unspecified)	9.9	-1.3	2.2	-0.5	0.0	6.3	0.3	0.0848	0.1
11	COc1cc(/C=N/Nc2nc(C)cc(C)n2)ccc1OC(=O)c1ccco1	9.2	2.2	-20.6	-2.4	1.8	5.0	4.7	0.394	8.4
12	Cn1ccc(C(=O)Oc2ccc(C(=O)Nc3ccc(F)cc3F)cc2)n1	4.0	-2.8	-2.8	-12.8	-0.5	1.3	30.8	-0.796	-1.1
13	O=C1/C(=N\S(=O)(=O)c2cccs2)C([n+]2ccccc2)=C([O-])c2ccccc21	10.4	-10.7	-0.1	-0.8	3.3	9.6	26.7	-0.411	-1.2
14	COc1cc(/C=N/O)ccc1OCc1ccc(Cl)cc1	3.5	-0.7	-0.5	0.5	3.2	/	19.9	-0.747	-2.3
15	Cc1sc2nc(SCC(=O)N3CCCCC3)[nH]c(=O)c2c1C	2.9	0.6	5.0	0.3	0.1	3.9	6.7	0.622	-8.0
16	Cc1cc(Br)ccc1SCC(=O)OC/C(O)=C(\C#N)c1nc2ccccc2[nH]1	11.0	10.9	-10.6	1.0	26.5	-14.3	33.7	-0.0226	-0.3
17	O=C(Nc1ccc(OC(=O)c2ccncc2)cc1)c1ccncc1	11.2	-5.6	-45.8	-0.8	-0.1	-3.7	1.7	-0.00435	0.7
18	O=C(O)c1ccc(CSc2nnc(Cc3ccccc3)o2)cc1	5.5	1.1	-34.2	-6.3	-0.1	-2.9	0.8	0.316	-5.2

# Next section
[19] CCN(CC)C(=O)CSc1nc2c(sc(=S)n2Cc2ccco2)c(=O)n1-c1ccccc1
[20] Cc1nnc(SCc2ccc(Cl)cc2Cl)[nH]c1=O
[21] CC[C@@]1(O)C(=O)OCc2c1cc1n(c2=O)Cc2cc3c(N)cccc3nc2-1
[22] O=C(CSc1ncnc2nc[nH]c12)c1ccc([N+](=O)[O-])cc1
[23] CCS(=O)(=O)c1ccc(O)c(NC(=O)NC2CCCCC2)c1
[24] CCCCNC(=O)/C=C/c1ccc(S(=O)(=O)Nc2ccc(OC)cc2)cc1
Assay by compound	19	20	21	22	23	24
FXIIa inh	-13.6	20.4	11.2	1.4	6.6	9.2
TNF death inh	-2.4	0.1	-21.9	-3.4	4.0	4.3
hK5 inh	0.8	-8.2	-1.1	1.6	1.4	2.0
thrombin 1536	-9.5	1.6	0.4	-4.9	1.5	-2.6
L929 necroptosis	-0.3	0.6	-1.4	0.5	-0.6	1.8
Rad51 HR inh	-3.0	1.0	6.5	14.1	9.7	-0.5
Hck-Nef inh	-0.7	0.7	24.5	6.7	15.8	-5.6
KCC2 mod	-2.21	/	/	0.159	-0.564	-0.205
FXIa inh	-1.9	2.8	1.3	8.4	2.3	15.4

[25] COc1ccccc1COn1c(=O)c(-c2ccco2)[n+]([O-])c2ccccc21
[26] Cc1c(S(=O)(=O)Nc2cccc(Cl)c2)c(=O)n(C)c(=O)n1C
[27] COC(=O)C1NN=C(C(=O)c2ccc(Br)cc2)C1c1cccc(Br)c1 (stereo unspecified)
[28] Cc1ncsc1CCSc1n[nH]c(=O)n1-c1ccccc1
[29] Cc1ccc(CC(=O)NCc2cccnc2)cc1
[30] O=c1c2ccccc2sn1-c1nccs1
Assay by compound	25	26	27	28	29	30
FXIIa inh	-7.6	7.5	9.5	-8.5	6.9	2.5
TNF death inh	-0.5	-1.1	-0.3	-1.2	3.3	-2.2
hK5 inh	-21.9	-11.7	-13.6	-4.9	-1.9	0.7
thrombin 1536	0.2	-5.1	-0.4	-3.6	-3.3	/
L929 necroptosis	1.2	0.1	0.3	0.3	1.8	1.2
Rad51 HR inh	4.7	2.8	/	5.3	2.5	3.3
Hck-Nef inh	-16.3	6.2	3.4	-1.6	-8.6	-26.5
KCC2 mod	0.708	1.22	0.248	0.211	0.357	0.876
FXIa inh	-6.2	8.0	5.4	-3.1	4.0	-0.6

[31] CC(C)c1ccc(NC(=O)c2snc3ccc(Cl)cc23)cc1
[32] CCn1c(SCC(=O)Nc2ccc(C)cc2)nnc1-c1ccc(O)cc1
[33] CN1CCN(c2nc(-c3ccccc3)cc(C(F)(F)F)n2)CC1
[34] O=C(CNS(=O)(=O)c1c(Cl)cccc1Cl)OCC(=O)c1ccc[nH]1
[35] CCOc1cc(/C=N/NC(=O)C(=O)NC2CC2)cc(Br)c1O
[36] COC(=O)Cn1c2ccc(C)cc2c2nc(C)sc21
Assay by compound	31	32	33	34	35	36
FXIIa inh	4.3	2.4	-4.3	5.1	10.7	-0.8
TNF death inh	7.1	-0.3	-2.4	4.1	0.7	-0.1
hK5 inh	-20.2	21.6	5.0	-2.9	4.9	-1.4
thrombin 1536	-7.4	-5.0	-0.9	-7.6	-1.3	-4.7
L929 necroptosis	59.6	1.1	-0.1	0.9	3.5	1.6
Rad51 HR inh	/	-2.5	-0.8	2.1	1.5	-3.9
Hck-Nef inh	1.5	1.9	0.6	22.3	2.8	0.8
KCC2 mod	0.16	0.851	/	-0.0932	0.108	0.0773
FXIa inh	2.6	-5.9	-4.4	3.0	4.1	-6.5

[37] O=C1CC(C(F)(F)C(F)(F)C(F)(F)C(F)F)=Nc2ccccc2N1
[38] COc1ccc(-c2nc(N)ncc2-c2csc(C)n2)c(O)c1
[39] Cc1cc(C(=O)NN=C(Cc2ccccc2)Cc2ccccc2)c(C)o1
[40] COCCCNc1nc(N)c([N+](=O)[O-])c(Nc2cc(OC)ccc2OC)n1
[41] COc1ccccc1-c1nc(-c2ccc(Br)o2)no1
[42] Cc1ccc(/C=C/c2nnc(-c3ccc(C)cc3)o2)cc1
Assay by compound	37	38	39	40	41	42
FXIIa inh	10.1	4.3	15.8	9.9	13.4	-8.1
TNF death inh	2.8	-8.3	8.1	-3.2	0.3	-1.3
hK5 inh	-18.6	-16.6	-8.5	3.5	2.4	3.3
thrombin 1536	-2.7	-1.2	-1.0	-3.4	0.3	-2.4
L929 necroptosis	-0.2	-0.2	0.8	2.2	0.1	0.1
Rad51 HR inh	6.0	9.0	-23.8	/	8.8	2.4
Hck-Nef inh	-0.5	2.4	1.3	25.8	7.9	-0.6
KCC2 mod	/	-0.305	-0.202	0.63	-0.344	-0.256
FXIa inh	2.1	-6.3	9.4	3.1	0.6	-8.9

[43] CCOC(=O)N1CCN(C(=O)C2CCCN(S(=O)(=O)c3cccnc3)C2)CC1 (stereo unspecified)
[44] O=C(Cn1nnc(-c2ccccc2)n1)N=Nc1c(O)[nH]c2ccccc12
[45] NC(=S)Nc1ccc2cc[nH]c2c1
[46] CCC1(C)Cc2ccccc2-c2nc(NCCCO)n(C)c(=O)c21 (stereo unspecified)
[47] CN1CCCN(C2C3CC4CC(C3)CC2C4)CC1 (stereo unspecified)
[48] O=C(NNC(=O)C(O)(c1ccccc1)c1ccccc1)C1CC1
Assay by compound	43	44	45	46	47	48
FXIIa inh	14.0	14.0	8.8	-1.1	2.5	4.5
TNF death inh	0.7	0.6	0.5	2.7	-1.2	-0.1
hK5 inh	-2.6	1.1	-0.5	-11.2	-9.0	-0.5
thrombin 1536	-3.9	1.5	-5.7	-5.3	-4.5	-0.7
L929 necroptosis	0.3	0.9	2.0	0.9	-0.1	0.1
Rad51 HR inh	-5.9	4.8	7.3	16.3	/	/
Hck-Nef inh	-0.2	1.9	20.2	7.9	-3.0	18.9
KCC2 mod	/	/	0.53	-2.23	-0.274	0.509
FXIa inh	-7.8	-12.5	2.2	2.0	-5.0	-3.1

# Some of the compounds tested. The share of hits here may be higher or lower than overall.
